Assay outcomes: PubChem BioAssay, several laboratories
L major viab – Leishmania major promastigote growth inhibition; AID 1063; inhibition, % at 10 µM; Leishmania major promastigotes, resazurin fluorescence viability; hit rate 9% among 200,000; in the data active = inhibition above about 50%;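 also: promastigotes grown with compound for 44 hours at 28 °C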
RAM inhibit – inhibitors of the yeast RAM network; S. cerevisiae dse1pr::URA3 reporter, 5-FOA growth OD615, 2 d; analog-sensitive cbk1-as2 kinase mutant strain; inhibition, % at 50 µM; hit rate 1.8% among 190,000; AID 868;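 active = inhibition above a set limit, 3 SD over mean compound inhibition, cut at about 8.4% in these data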;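 also: 0% = DMSO-only wells with no growth and 100% = 10 µM 1-NA-PP1 full growth; inhibition rescues growth on 5-FOA so higher OD means more RAM inhibition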
S1P3 antagonist – S1P3 (human) receptor antagonism; Q99500; CHO S1P3 NFAT-BLA reporter, FRET fluorescence, antagonist mode; inhibition, % at 4.98 µM; hit rate 0.27% among 170,000; AID 485;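 active = inhibition above the plate cutoff, the mean inhibition of test wells on that plate plus 3 SD, cut at about 28% in these data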;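 also: cells challenged with S1P at its EC80 of 0.8 µM; blue over green emission ratio from cleaved BLA substrate after 4 h stimulation; 0% = S1P-stimulated wells and 100% = unstimulated DMSO-only wells; some compounds past the cut are filed as inactive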
Target sequence (Q99500 whole entry, looked up): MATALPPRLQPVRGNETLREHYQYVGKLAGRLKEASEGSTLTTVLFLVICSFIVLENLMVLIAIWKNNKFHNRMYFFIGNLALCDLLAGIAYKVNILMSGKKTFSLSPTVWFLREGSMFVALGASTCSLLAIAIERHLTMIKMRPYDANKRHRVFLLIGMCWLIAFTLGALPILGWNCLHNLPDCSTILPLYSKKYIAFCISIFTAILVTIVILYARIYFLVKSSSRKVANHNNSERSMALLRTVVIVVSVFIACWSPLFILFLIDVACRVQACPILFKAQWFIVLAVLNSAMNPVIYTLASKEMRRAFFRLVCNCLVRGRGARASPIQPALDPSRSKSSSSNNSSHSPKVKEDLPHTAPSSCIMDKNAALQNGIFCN
Redox H2O2 prof – compounds producing H2O2 with reducing agent – biochemical, NIH compound library profiling, artefact control for MLSCN library redox annotation, primary screen; DTT-dependent redox cycling H2O2, phenol red/HRP absorbance; 100% = 100 µM peroxide control, 0% = buffer; activation, % at 10 µM; hit rate 0.03% among 200,000; AID 878;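 active = activation of at least 50% relative to the plate's high and low controls in the primary single-dose screen; inactive = activation below 50%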;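 also: compound incubated with DTT at 0.8 mM final as the reducing agent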
Efa HMGR inh – E. faecalis class II HMG-CoA reductase inhibition. AID 1066. purified E. faecalis HMGR, NADPH absorbance 340 nm kinetic. hit rate 0.41% among 190,000. inhibition, % at 10 µM;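 active = inhibition above a set limit, the median over all tested compounds plus 3 SD, cut at about 9.5% in these data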;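 also: enzyme runs in reverse so mevalonate oxidation gives rising NADPH absorbance; 0% = complete reaction with DMSO and 100% = background rate lacking mevalonate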
TNAP inh hiacc – TNAP (human) inhibition, high acceptor; P05186; inhibition, % at 20 µM; purified TNAP, CDP-star luminescence, 1 M DEA; AID 1135; hit rate 0.03% among 200,000;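 active = over 50% inhibition of tissue-nonspecific alkaline phosphatase at 20 µM in the single-dose screen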;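 also: plate controls were DMSO wells for no effect and EDTA-quenched wells as full inhibition for full effect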
Hsp70 activator – switches on Hsp70 transcription; AID 1203; hit rate 0.04% among 200,000; HeLa Hsp70 promoter luciferase reporter, luminescence; scaled: vehicle 0, proteasome-inhibitor control 100%; activation, % at 10 µM;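 active = activation above the mean across all tested compounds plus 3 SD, cutoff set per campaign, cut at about 5.5% in these data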;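 also: 100% = MG132 at 30 µM as the positive control and 0% = DMSO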
PMI act – phosphomannose isomerase (human) activation. hit rate 0.005% among 190,000. purified human PMI, coupled resazurin fluorescence, 20 min; hits give high values; 1 = vehicle control, 0 substrate-free wells. activation factor at 20 µM. P34949;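 active = activation factor of 2 or more at 20 µM, relative to plate controls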
Target sequence (P34949 whole entry, looked up): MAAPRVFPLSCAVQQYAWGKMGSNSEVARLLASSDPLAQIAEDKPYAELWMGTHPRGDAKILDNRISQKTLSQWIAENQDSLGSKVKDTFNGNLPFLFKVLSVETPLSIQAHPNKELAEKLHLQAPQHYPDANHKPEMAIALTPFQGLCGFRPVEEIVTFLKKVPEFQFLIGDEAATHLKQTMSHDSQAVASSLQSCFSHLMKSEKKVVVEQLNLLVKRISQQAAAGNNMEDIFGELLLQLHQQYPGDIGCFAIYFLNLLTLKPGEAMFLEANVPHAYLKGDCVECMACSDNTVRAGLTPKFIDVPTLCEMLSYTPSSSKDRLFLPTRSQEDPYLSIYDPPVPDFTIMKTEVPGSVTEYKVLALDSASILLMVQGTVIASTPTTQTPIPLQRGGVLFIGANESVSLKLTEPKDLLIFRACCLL
TNAP inh no acc – inhibitors of human TNAP without phosphate acceptor. P05186. purified TNAP, CDP-star luminescence, 30 min. inhibition, % at 20 µM. hit rate 0.26% among 200,000. AID 1012;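 active = tissue-nonspecific alkaline phosphatase inhibition above about 50% at 20 µM in the single-dose screen, limit read from the data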;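 also: 0% = DMSO negative control and 100% = EDTA positive control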
PMI act hi M6P – PMI (human) activation, high substrate; hit rate 0.34% among 190,000; activation factor at 20 µM; AID 1216; coupled PMI enzyme assay, resazurin fluorescence, 20 min; hits give high values; 1 = untreated enzyme, 0 = substrate-free blank;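 active = activation factor of 2 or more at 20 µM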
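Material: human phosphomannose isomerase with PGI, G6PDH, diaphorase coupling enzymes / Reagent: Man-6-P substrate 1.0 mM / Dosing: single compound dose of 20 µM, 1% DMSO final / Incubation: enzyme reaction with compound 20 min at room temperature / Signal: resorufin fluorescence (Ex 544/Em 590 nm) from resazurin via diaphorase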
* marks the source's active call; other numbers are inactive results; nt = no result given.

SMILES	L major viab	RAM inhibit	S1P3 antagonist	Redox H2O2 prof	Efa HMGR inh	TNAP inh hiacc	Hsp70 activator	PMI act	TNAP inh no acc	PMI act hi M6P
Cc1cc(NC(=O)/C=C/c2ccco2)ccc1NC(=O)c1ccccc1	1	3.4	11	0.1	-8	-4	-0.3	0.8	-8	1
Cn1nnnc1SCC(=O)c1ccco1	-6	0.0	nt	-0.8	-1	-6	-0.3	1.1	-11	1
C/C(=N\OCC(=O)NC12CC3CC(CC(C3)C1)C2)c1cc2ccccc2o1	8	4.8	3	0.5	-14	2	0.7	0.9	-10	1
CN(C)S(=O)(=O)Oc1ccc(C(=O)Nc2cccc(C(F)(F)F)c2)cc1	5	0.1	12	-2.1	2	-3	-0.1	0.8	-15	0.9
CCn1c(=O)c(C(=O)CN2c3ccccc3CC2C)c(N)n(Cc2ccccc2)c1=O (stereo unspecified)	16	1.6	5	0.3	3	1	-0.3	1.4	-11	1.7
CCOc1cc(-c2c(C#N)c(=O)[nH]c3c2c(C)nn3-c2ccc(F)cc2)ccc1O	-8	2.5	-26	-2.6	4	-3	-0.2	1	-8	1
COc1ccc(-c2cn3cccnc3n2)cc1NC(=O)c1ccc(Br)o1	99*	0.9	nt	0.9	1	-3	0.2	1	-9	1
O=C(CN1CCN(c2ccccc2O)CC1)NC(=O)NCc1ccco1	-7	0.5	8	0.2	-4	-5	-0.3	0.8	-3	0.8
CCC(=O)NNC(=S)NC(=O)c1ccc(C)cc1	-8	-2.5	-15	0.1	4	-2	0.2	0.9	-33	1.2
COc1cc(Cn2c(=O)oc3ccc(C)cc32)ccc1OC(C)C	1	1.5	4	1.3	14*	-3	-0.4	1	-3	1
CCOC(=O)n1c(=O)n(C)c2ccc(Br)cc21	1	-0.6	2	-0.1	0	1	-0.5	1	8	1.1
O=C(Cn1c(=O)n(Cc2ccco2)c(=O)c2c3c(sc21)CCCCC3)Nc1ccccc1	-3	2.6	nt	-0.1	0	-3	-0.2	0.8	-9	1
Cc1c(C(=O)COC(C)(C)C)[nH]c2ccccc12	0	0.8	-10	3.7	-7	-3	-0.5	1	-6	1
O=C(CSc1nc2ccccc2c(=O)n1CCC(=O)N1CCN(c2ccccc2)CC1)NCC1CCCO1 (stereo unspecified)	-3	0.8	-18	-1.0	-1	-5	-0.1	1.1	-9	1.1
Cc1noc(C)c1S(=O)(=O)N1CCC(C(=O)Nc2ccc(OC(F)(F)F)cc2)CC1	100*	1.8	nt	0.2	-4	-6	-0.1	1	-13	1
COCCn1c(SC(C(=O)Nc2cc(C)ccc2OC)c2ccccc2)nnc1-c1ccc(Cl)cc1 (stereo unspecified)	19	6.0	11	0.6	-1	-5	-0.1	0.9	-8	0.8
COc1ccccc1C1(CC(=O)O)CCOC(C(C)C)C1 (stereo unspecified)	-4	2.3	-17	0.1	1	-3	-0.1	0.9	-10	0.9
O=S(=O)(c1ccc(Br)s1)n1cccn1	23	0.3	-25	1.3	0	-5	-0.3	0.9	-12	0.9
COc1ccccc1NCC(=O)N/N=C/c1cccnc1	-4	0.0	nt	-5.5	-1	-6	-0.2	1.1	1	1.1
O=C(CN(c1ccccc1)S(=O)(=O)c1ccccc1)N/N=C/c1ccco1	43	1.9	2	0.2	0	-3	-0.1	1	-5	1
CCOc1ccccc1NS(=O)(=O)c1cccc2nsnc12	1	2.5	nt	0.2	-5	-5	0.1	0.9	-9	0.9
COc1cc(OC)cc(-c2nnc(SCC(=O)Nc3ccc(C(=O)O)cc3)s2)c1	-10	4.1	0	0.0	-2	-1	-0.4	1.2	-8	0.9
C/C(=N\NC(=O)c1cc(-c2ccc(C)s2)[nH]n1)c1ccco1	6	2.7	18	-0.2	0	6	-0.1	0.9	-96	1
CCCc1[nH]nc2c1C(Cc1ccccc1)C(C#N)=C(N)O2 (stereo unspecified)	-4	3.0	-3	0.0	3	-4	0.0	0.9	1	0.9
CCN(CC)S(=O)(=O)c1ccc(NC(=O)CSc2cccc[n+]2[O-])cc1	1	-1.0	nt	-1.0	-5	-3	-0.3	1.1	-2	1.1
The results go on.
SMILES	L major viab	RAM inhibit	S1P3 antagonist	Redox H2O2 prof	Efa HMGR inh	TNAP inh hiacc	Hsp70 activator	PMI act	TNAP inh no acc	PMI act hi M6P
CCOC(=O)N1CCN(CC(=O)Nc2c(C(=O)OC)[nH]c3ccccc23)CC1	-6	1.8	-16	-0.7	-4	-8	-0.2	1.1	-3	1
COc1c(Cl)cc(Cl)cc1CNCCNCCO	9	1.1	nt	-8.0	3	-2	0.2	1	0	1
C(=N\c1nc2ccccc2n1CCN1CCOCC1)/c1cccs1	-3	0.1	-10	1.9	-2	-5	-0.4	0.9	-12	0.9
CC(C)(C)Cc1nnc(NS(=O)(=O)c2ccccc2)s1	-3	0.0	13	-0.7	14*	-3	-0.1	1	-4	1
CCc1nnc(N/N=C/c2c(Cl)cccc2Cl)n1N	50*	1.0	nt	-7.3	0	-6	0.2	1	-12	0.9
COc1ccc(/C=N/Nc2c(Cl)cc(Cl)cc2Cl)cc1CN1CCOCC1	24	-1.4	7	-0.2	-10	-3	-0.4	0.9	-18	0.9
COC(=O)c1ccc(Oc2c(C(F)(F)F)oc3c(CN4CCN(C)CC4)c(O)ccc3c2=O)cc1	100*	-0.7	nt	-0.6	-9	-2	0.0	1.2	5	1.1
Cc1ccc(Cl)c(OCCCCN(C)Cc2ccccc2)c1	91*	-0.1	nt	2.9	-2	-4	-0.5	0.8	-13	0.9
CN(C[C@H](Cc1ccccc1)N(C[C@H](CC1CCCCC1)N(CCc1ccccc1)N=O)N=O)N=O	7	4.9	0	0.5	-6	-1	-0.3	0.9	-6	0.9
Cc1c(C(=O)N2CCN(c3ccc(C(F)(F)F)cn3)CC2)oc2ccccc12	-10	4.3	-12	0.9	-5	-10	0.2	0.9	-5	0.8
CCC1CCc2c(sc(NC(=O)c3ccco3)c2C(N)=O)C1 (stereo unspecified)	20	1.9	nt	1.0	-3	-1	0.3	0.9	-4	0.9
Cc1ccc(-n2c(-c3ccccc3)cc(/C=N/NC(=O)CC#N)c2-c2ccccc2)cc1	6	5.8	-14	-0.1	2	-7	-0.1	1	4	1
Cc1ccc(C(=O)CC2(O)C(=O)N(C)c3ccccc32)o1 (stereo unspecified)	-5	0.7	-20	-1.9	-3	-3	0.3	1	-4	1.1
COCc1cc(=O)[nH]c(/N=C(\N)Nc2ccccc2C)n1	-1	-0.5	nt	-0.2	-5	-6	-0.2	1	-26	1
O=C(CSc1nc2ccccc2s1)NC1CCCc2ccccc21 (stereo unspecified)	4	3.3	-4	0.9	-2	-3	-0.4	0.9	-9	1
Cc1ccc(-n2c(-c3ccncc3)n[nH]c2=S)cc1	2	0.4	-6	-0.6	-2	-2	-0.1	1.1	-6	1
CCN(CC)S(=O)(=O)c1ccc(-c2nnc(SCC(=O)N3c4ccccc4CC3C)n2CC)cc1 (stereo unspecified)	91*	2.2	0	0.2	0	-2	-0.1	0.8	-18	0.9
O=C(CSc1ccc(Cl)cc1)c1ccco1	2	-0.3	nt	-0.3	3	-2	-0.2	1.1	-5	0.9
CC1=NN(c2ccc(C)cc2C)C(=O)C1C(c1cccc(O)c1)C1C(=O)N(c2ccc(C)cc2C)N=C1C (stereo unspecified)	56*	4.5	-13	0.7	-1	-5	0.4	0.9	-13	0.7
Cc1ccc(NC(=O)Nc2nnc(Cc3ccc([N+](=O)[O-])cc3)s2)cc1	-6	2.8	-2	1.2	-3	0	-0.2	1	-9	1
CCOC(=O)N1CCN(c2nc(C)cc(C(F)(F)F)n2)CC1	-9	2.5	nt	-0.5	-5	-1	0.1	0.8	-7	0.9
COc1ccc(C)cc1NC(=O)CN(C)S(=O)(=O)c1cccs1	-5	0.8	nt	0.1	-11	-5	-0.5	0.9	-17	1
CN1CCN(S(=O)(=O)c2ccc(NC(=O)c3ccc(F)cc3)cc2)CC1	-7	-0.1	25	0.5	-3	-2	0.0	0.9	-10	1
Cc1ccc(C)c(S(=O)(=O)N2CCN(CC(=O)Nc3ccc4c(c3)OCCO4)CC2)c1	18	1.4	nt	0.0	4	-3	-0.2	0.9	-12	0.9
CC(=O)c1cc(C#N)c(SCC(=O)Nc2nccs2)nc1C	2	1.6	6	-0.5	4	-3	0.2	1	-7	1
Next part.
SMILES	L major viab	RAM inhibit	S1P3 antagonist	Redox H2O2 prof	Efa HMGR inh	TNAP inh hiacc	Hsp70 activator	PMI act	TNAP inh no acc	PMI act hi M6P
Cc1cc(Cl)ccc1OCCCC(=O)NO	4	-0.8	22	-2.3	-1	-2	0.0	1	-7	1
O=C(c1ccco1)N1CCN(S(=O)(=O)c2ccc(Oc3ccccc3)cc2)CC1	4	1.7	nt	0.8	-2	-3	-0.3	0.8	-19	0.8
COc1ccc(OC)c(NC(=O)COC(=O)Cc2ccc(Br)cc2)c1	4	4.2	-1	-0.7	-8	1	-0.2	0.8	0	0.8
CC(=O)c1c(C)[nH]c(C(=O)NCc2ccccc2)c1C	-1	0.5	nt	2.3	-1	0	-0.2	1	-6	0.9
C=CCNc1nc(N)c(C(=C(C#N)C#N)c2ccccc2)s1	8	0.2	nt	0.7	4	-4	-0.1	0.8	-18	0.9
CCOc1ccccc1Nc1ccnc2cc(Cl)ccc12	53*	-1.1	3	-0.5	-9	-7	-0.5	0.9	-10	0.9
COc1cc(/C=N\NC(=O)C2CC3C=CC2C3)ccc1O (stereo unspecified)	18	0.8	-7	-0.3	-6	-1	0.5	1	-9	1
COc1ccc(CN(C(=O)c2ccco2)c2ccc(C)c(C)c2)cc1	36	-0.8	2	-0.6	1	-8	-0.2	0.8	-12	0.8
CC(=O)OCc1nc2ccccc2s1	-8	1.8	nt	2.1	1	-2	-0.1	1	-7	1.1
Cc1cccc(NC(=O)CSc2ncnc3c2oc2ccccc23)c1	3	3.9	-12	-0.2	-6	-6	-0.2	1	4	1
N#C/C(C(=O)NCc1ccccc1)=C1\SC(CCO)C(=O)N1c1ccccc1 (stereo unspecified)	9	1.9	nt	-0.8	0	2	-0.3	1	-5	0.9
CC(c1ccccc1)N1CC(C(=O)N2CCN(c3ccc(F)cc3)CC2)CC1=O (stereo unspecified)	3	-0.3	nt	0.5	-5	-8	-0.2	1	-12	1.1
OC(CNCC1(N2CCCCC2)CCCCC1)COc1ccc(Cl)cc1Cl (stereo unspecified)	44	2.1	3	-0.8	0	-7	-0.2	0.9	-7	0.8
CS(=O)(=O)N(CC(=O)N1CCN(c2ccc(F)cc2)CC1)C1CCCCC1	-6	0.8	nt	2.2	2	-1	-0.2	0.9	-6	0.9
FC(F)(F)c1cc(C(F)(F)F)c2ccc(N3CCN(c4ccccc4)CC3)nc2n1	-1	4.4	nt	1.8	-1	-6	0.1	1.1	-3	1.1
C=CCn1c(SCC(=O)OC)nc2sc3c(c2c1=O)CCN(C)C3	4	2.9	nt	1.4	-3	-3	-0.1	0.9	-16	0.9
